GLD-1 RNA inh: GLD-1-TGE RNA interaction inhibition (C. elegans); AID 2280; purified GLD-1 + fluorescein TGE RNA, fluorescence polarization; inhibition, % at 5.96 µM; hit rate 0.44% among 320,000; Q17339;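 active = percent inhibition above a per-plate cutoff, the plate mean of test compounds plus 3 SD, cut at about 30% in these data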;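 also: 0% = DMSO wells with GLD-1 and probe and 100% = wells lacking GLD-1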
Efflux pump mplx: blocks antifungal efflux pumps in multiplex yeast assay; S. cerevisiae Candida pump triplex, Nile Red efflux; hit rate 0.44% among 330,000; AID 485275; inhibition, % at 10 µM;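 active = plate passing quality check with inhibition over a set limit, or well fluorescence over plate mean plus 4 SD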;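 also: Nile Red retained in pooled yeast measured as flow cytometry median fluorescence; 0% = buffer negative control and 100% = Enniatin B positive control; higher means more Nile Red kept so more efflux inhibition; some compounds called inactive have numbers as strong as hits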
Yeast superoxide: yeast age-related superoxide inhibition as caloric restriction mimetic; AID 2690; S. cerevisiae aged cells, superoxide DHE fluorescence; active compounds read low; superoxide response (% of plate mean), % at 10 µM; hit rate 0.18% among 330,000;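 active = superoxide response under a set limit, about three screen SD below normal, cut at about 65% in these data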;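 also: yeast aged for seven days with compound at 30 °C before DHE staining; 100% = average MFI of all compound-treated wells on the plate with controls excluded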
ZTA DNA inh: blocks Epstein-Barr virus ZTA, an EBNA-1 counter-screen. P03206. ZTA-DNA binding, fluorescence polarization. inhibition, % at 11 µM. hit rate 0.15% among 320,000. AID 2234; in the data active = inhibition above about 33%
Target sequence (P03206 whole entry, looked up): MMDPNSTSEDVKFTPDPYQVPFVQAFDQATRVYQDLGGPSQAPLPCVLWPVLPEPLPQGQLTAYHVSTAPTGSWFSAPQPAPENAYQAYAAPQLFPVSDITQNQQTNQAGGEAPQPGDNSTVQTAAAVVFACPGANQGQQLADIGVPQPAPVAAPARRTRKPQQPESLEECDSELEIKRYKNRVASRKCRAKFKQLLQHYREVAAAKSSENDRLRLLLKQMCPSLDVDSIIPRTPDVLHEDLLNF
MCL1 BIM primary: MCL1-BIM-BH3 interaction inhibition (human) | Q07820 | hit rate 0.68% among 320,000 | inhibition, % at 10.9 µM | GST-MCL1 / FITC-Bim-BH3 fluorescence polarization;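 active = inhibition above the mean inhibition of all tested compounds plus 3 SD, set per campaign, cut at about 40% in these data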;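 also: 0% = DMSO wells and 100% = unlabeled Bim-BH3 peptide control; higher means more loss of mP so more displacement of Bim peptide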
Target sequence (Q07820 whole entry, looked up): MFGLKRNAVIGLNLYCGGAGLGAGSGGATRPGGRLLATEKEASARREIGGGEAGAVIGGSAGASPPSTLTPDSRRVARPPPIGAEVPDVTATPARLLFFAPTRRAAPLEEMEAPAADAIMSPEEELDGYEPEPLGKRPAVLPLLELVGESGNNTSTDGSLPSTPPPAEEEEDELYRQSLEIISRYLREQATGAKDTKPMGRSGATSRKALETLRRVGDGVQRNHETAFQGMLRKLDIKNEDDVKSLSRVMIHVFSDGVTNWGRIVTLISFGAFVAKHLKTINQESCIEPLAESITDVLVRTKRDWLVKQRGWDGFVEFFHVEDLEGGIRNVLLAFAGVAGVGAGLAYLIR
MEX-5 binding: C. elegans MEX-5 TCR-2 RNA binding activity | MEX-5/FITC-TCR2 RNA binding, fluorescence polarization; active compounds read low | Q9XUB2 | hit rate 0.38% among 300,000 | AID 1832 | activity score (negative = inhibition of binding), % at 10 µM;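 active = inhibition past about -25% in most replicates, and total fluorescence under double the plate's negative control median, limit read from the data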;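 also: 0% = DMSO and -100% = 5 µM competing unlabeled TCR2 RNA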
Target sequence (Q9XUB2 whole entry, looked up): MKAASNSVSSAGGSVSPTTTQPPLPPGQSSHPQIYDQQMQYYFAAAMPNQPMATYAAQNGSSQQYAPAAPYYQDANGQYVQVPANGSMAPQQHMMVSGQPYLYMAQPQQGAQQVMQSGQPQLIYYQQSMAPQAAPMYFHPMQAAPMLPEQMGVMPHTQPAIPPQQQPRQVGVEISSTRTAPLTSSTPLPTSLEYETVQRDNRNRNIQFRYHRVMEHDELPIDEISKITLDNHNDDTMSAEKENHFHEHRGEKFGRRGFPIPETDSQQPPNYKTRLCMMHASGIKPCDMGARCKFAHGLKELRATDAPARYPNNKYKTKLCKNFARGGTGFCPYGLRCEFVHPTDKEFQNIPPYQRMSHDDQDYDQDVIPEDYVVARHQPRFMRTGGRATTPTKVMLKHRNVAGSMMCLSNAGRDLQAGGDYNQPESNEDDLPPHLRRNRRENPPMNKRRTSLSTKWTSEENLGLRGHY
BCLXL inh: Bcl-xL (human) inhibition. Q07817. GST-Bcl-xL / FITC-Bim BH3 peptide fluorescence polarization. inhibition, % at 10.9 µM. hit rate 0.7% among 320,000;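 active = inhibition above the mean of all tested compounds plus 3 SD, cutoff set per campaign, cut at about 30% in these data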;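 also: 0% = DMSO wells and 100% = unlabeled Bim-BH3 peptide competitor; inhibitors lower millipolarization by displacing the labeled peptide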
EBNA-1 inhibitor: blocks EBNA-1 binding to DNA. AID 1950. EBNA-1 DNA binding, fluorescence polarization. inhibition, % at 14.8 µM. hit rate 0.34% among 300,000; in the data active = inhibition above about 28%
Fam108B counter: counter-screen for RBBP9 inhibitors: inhibitors of mouse Fam108B; recombinant Fam108B, FP-Rh probe fluorescence polarization; inhibition, % at 9.51 µM; hit rate 0.33% among 300,000;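 active = inhibition above the screen mean inhibition plus 3 SD, computed separately per campaign, cut at about 18% in these data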;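 also: inhibitors lower polarization as less probe binds the enzyme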
* hit, by the source's call; x = no result given.

SMILES	GLD-1 RNA inh	Efflux pump mplx	Yeast superoxide	ZTA DNA inh	MCL1 BIM primary	MEX-5 binding	BCLXL inh	EBNA-1 inhibitor	Fam108B counter
CCOC(=O)c1[nH]nc2c1C(=O)N(Cc1ccccc1)C2=O	-4	0.0	99	4	6	0.3	6	1	2
Cc1ncsc1CCSc1n[nH]c(=O)n1-c1ccccc1	-10	-0.1	108	-17	-13	0.7	-10	-5	11
CSc1nc2ccc(NS(=O)(=O)c3ccc4c(c3)OCCO4)cc2s1	1	0.1	101	9	1	-3.8	4	10	-1
COc1cccc(CN(C)C(=O)c2cc(COc3c(F)cccc3F)on2)c1	0	0.1	90	7	6	2.2	12	7	2
COc1cc(NC(=O)CN2C(=O)CN(C)C2=O)c(C)cc1[N+](=O)[O-]	6	0.0	111	-1	3	1.8	-2	-8	0
O=C(NCC(=O)N(c1cccc(F)c1)C(C(=O)NC1CCCC1)c1ccncc1)c1cccs1 (centres undefined)	8	-0.1	85	-2	4	0.1	-1	0	4
O=C(Cn1nnc(-c2ccccc2)n1)c1ccccc1	1	0.0	98	-1	-3	0.1	-2	1	-1
O=C(NCc1c[nH]c2ccccc12)c1ccccc1	5	0.0	86	5	1	0.2	-1	-10	0
COC(=O)c1c(C)oc2c1cc(NS(=O)(=O)c1ccc(C(=O)O)cc1)c1ccccc12	6	-0.4	100	10	15	-4.5	8	8	-1
CC1(C)CC(=O)C(C(C2=C(O)CC(C)(C)CC2=O)c2ccc(Br)s2)C(=O)C1 (centres undefined)	1	-0.1	113	13	10	2.1	6	3	2
Cc1cnc(C(=O)OCC(=O)Nc2ccc(C)c(S(=O)(=O)N3CCCCC3)c2)cn1	-9	-0.1	79	12	-22	2.4	-4	11	-3
CCOC(=O)CC(=O)CSc1nc(CC)c(C)cc1C#N	-4	0.1	104	8	-3	-1.3	-6	-12	0
COc1ccc(CN(C)C(=O)C2CSC3(C)CCC(=O)N23)cc1OC (centres undefined)	-1	0.0	92	16	-3	x	0	x	x
c1cncc(-c2nc(-c3ccco3)cs2)c1	6	-0.1	102	-2	1	-0.2	5	4	-4
CCC(C)NC(=O)c1ccc(C2SCC(=O)N2Cc2ccccc2)cc1 (centres undefined)	5	0.0	103	-10	3	-2.0	3	3	1
C/C=C(\C)C(=O)N1CC2(CC(c3cccc(NC(=O)CCCCC)c3)=NO2)C[C@@H]1C(N)=O (some centres undefined)	6	-0.1	86	0	-8	1.1	2	-4	4
Cc1ccc(C2OC34CCCCCC3C(C#N)(C(=N)O4)C2(C#N)C#N)cc1 (centres undefined)	16	0.3	94	0	30	-7.2	23	-6	3
COC(=O)c1cc2c(ccn2-c2ccc(F)cc2)n1Cc1ccc(OC(C)=O)cc1	8	0.1	90	14	-3	2.2	0	-3	-3
CCCC(C(=O)NCc1ccco1)N(C(=O)CNS(=O)(=O)c1ccc(Cl)cc1)C1CCCC1 (centres undefined)	12	0.1	94	4	2	-0.2	0	-17	-2
O=C(C1CCCN(S(=O)(=O)c2ccc(Br)s2)C1)N1CCN(c2ccccc2)CC1 (centres undefined)	6	0.0	109	6	6	-0.6	3	-2	3
N#CCSCC(=O)Nc1ccc(Cl)cc1	5	0.0	85	6	5	0.4	6	11	-3
COCCN(C(=O)CSc1nc2nc(C)cc(C)n2n1)c1c(N)n(Cc2ccccc2)c(=O)[nH]c1=O	2	-0.1	85	13	-8	-2.3	-6	1	-3
Cc1c(C(=O)N2CCOCC2)sc(NC(=O)C(C)C)c1C#N	-3	0.2	86	-11	6	-1.6	2	-9	0
CCn1c(SCc2cccnc2)nnc1-c1c[nH]c2ccccc12	-1	-0.1	96	11	-7	3.7	-2	2	0

Full records, quoted from the list:
`CSc1nc2ccc(NS(=O)(=O)c3ccc4c(c3)OCCO4)cc2s1` in the list: GLD-1 RNA inh = 1; Efflux pump mplx = 0.1; Yeast superoxide = 101; ZTA DNA inh = 9; MCL1 BIM primary = 1; MEX-5 binding = -3.8; BCLXL inh = 4; EBNA-1 inhibitor = 10; Fam108B counter = -1
`COCCN(C(=O)CSc1nc2nc(C)cc(C)n2n1)c1c(N)n(Cc2ccccc2)c(=O)[nH]c1=O` in the list: GLD-1 RNA inh = 2; Efflux pump mplx = -0.1; Yeast superoxide = 85; ZTA DNA inh = 13; MCL1 BIM primary = -8; MEX-5 binding = -2.3; BCLXL inh = -6; EBNA-1 inhibitor = 1; Fam108B counter = -3

The results go on.
SMILES	GLD-1 RNA inh	Efflux pump mplx	Yeast superoxide	ZTA DNA inh	MCL1 BIM primary	MEX-5 binding	BCLXL inh	EBNA-1 inhibitor	Fam108B counter
COc1ccc(OC(=O)COc2cccc(C)c2)cc1	0	-0.1	93	-4	-5	1.7	8	-8	2
O=C(CN1C(=O)c2ccc([N+](=O)[O-])cc2C1=O)NCc1ccc(C(=O)O)cc1	3	-0.1	107	2	-4	-1.7	3	1	-1
COc1ccc(N2C(=O)NC(NS(=O)(=O)c3ccccc3)(C(F)(F)F)C2=O)cc1 (centres undefined)	1	-0.4	100	-7	6	0.2	6	20	3
CN(C(=O)CN1CCC(NC(=O)c2ccccc2Br)CC1)C1CCCCC1	-2	0.3	88	-6	6	-0.4	2	8	-2
O=C(O)c1ccccc1Oc1ccc(Oc2ccccc2)cc1	-1	0.1	100	-13	1	1.9	5	-1	-1
COc1ccc(CC(=O)NCc2nnc(SCC(=O)c3ccc(OC)cc3)n2C)cc1	-12	0.0	112	9	-5	0.3	0	4	4
CCOc1ccc(NC(=O)CSc2nnc(-c3ccccn3)n2N)cc1	4	-0.1	99	-18	4	-2.1	4	4	4
Cc1c(C(=O)N2CCOCC2)sc(NC(=O)c2ccc3c(c2)OCO3)c1C#N	-7	0.0	96	0	3	-0.3	0	5	1
CC(=O)Nc1ccc(OCC(O)Cn2ccnc2C)cc1 (centres undefined)	0	-0.1	103	10	8	1.5	5	-4	1
Cc1nc(SC(C)C(=O)Nc2cccc(C(F)(F)F)c2)c2c(C)c(C(=O)O)sc2n1 (centres undefined)	-2	0.2	130	23	0	-0.4	6	2	-5
CCc1ccc(NC(=O)CSc2nc3cc(C(=O)OC)ccc3c(=O)n2CC2CCCO2)cc1 (centres undefined)	3	0.0	97	-18	16	-0.5	6	27	1
COc1cccc(-c2csc(N3CCN(C(=S)Nc4cccc(Cl)c4)CC3)n2)c1	1	-0.2	96	0	12	-1.5	1	-2	-3
COCCOC(=O)C1=C(C)NC(=O)NC1c1c(OC)ncnc1OC (centres undefined)	0	0.0	126	6	-2	-0.4	3	2	-3
COC(=O)c1sc(-c2ccccc2)cc1NC(=O)C1CC1	7	-0.1	80	6	6	0.8	4	4	4
CC(=O)c1ccc(N2CCN(C(=O)CCCn3c(=S)[nH]c4cc5c(cc4c3=O)OCO5)CC2)cc1	0	0.0	101	6	11	x	8	9	1
CCCCCCC(=O)NNC(=O)CC(=O)Nc1ccccc1C(=O)O	-2	1.4	88	-7	3	0.2	5	0	3
COc1ccc(-n2cc(-c3ccccc3)c3c(N4CC(C)OC(C)C4)ncnc32)cc1 (centres undefined)	3	-0.2	100	-8	-2	-0.6	-12	2	3
O=C(CC1CCCCC1)N1CCCC(c2nc(-c3ccc(S(=O)(=O)N4CCCC4)cc3)no2)C1 (centres undefined)	-2	0.2	113	4	3	2.3	1	11	3
CC(C)(C)CN1CCC(Oc2cccc(C(=O)N3CCNC(=O)C3(C)C)c2)CC1	8	-0.2	108	-27	5	1.7	3	-7	-2
CC(C)(C)c1ccc(NC(=S)NCc2cccnc2)cc1	-3	0.1	85	13	10	2.1	5	-2	-2
O=C(CSCc1cccc(Cl)c1)Nc1ccccc1-c1ccccc1	6	-17	98	-3	-10	1.1	-1	12	-3
c1ccc(OCCCn2ccnc2)cc1	-14	0.0	107	-9	-9	-1.4	2	-6	3
O=C(CN1CCN(c2ccccn2)CC1)Nc1cc(C(F)(F)F)ccc1Cl	-2	0.0	97	-19	7	0.7	8	1	7
CCOC(=O)COc1ccc2c(=O)c(-c3ccccc3OC)coc2c1	4	-0.2	101	3	3	-2.3	3	5	-7
O=C(CCc1nnc2ccc(NCc3ccco3)nn12)Nc1cc(F)ccc1F	9	-0.1	93	13	14	0.9	9	4	2
N#Cc1c(N)n(CCNC(=O)c2ccc(Cl)cc2)c2nc3ccccc3nc12	-14	0.1	116	-4	-21	-3.0	-8	-14	-5
O=C(NNC1CC(=O)N(c2ccc(F)cc2)C1=O)c1cccnc1 (centres undefined)	5	0.0	89	15	7	2.0	8	5	-1
COc1ccc2cc(C#N)c(SCC(=O)N3CC(=O)Nc4ccccc43)nc2c1	-1	-0.1	101	-10	-4	-2.2	6	0	5
Cc1ccc(NC(=O)CCC(=O)NNC(=O)c2ccco2)c(C)c1	-5	-0.1	90	16	-5	-1.0	0	4	2
O=C(Cc1ccccc1)Nc1ccc(NC(=O)c2ccco2)cc1	0	-0.1	92	0	11	1.1	4	-11	2
CC1C(=O)N(Cc2ccc([N+](=O)[O-])cc2)c2ccccc2N1C(=O)C1CC1 (centres undefined)	4	0.3	95	-31	3	0.6	5	-12	5
COc1ccc(NC(=O)c2sc3ncn(CC(=O)N4CCN(c5ccccn5)CC4)c(=O)c3c2C)cc1OC	1	0.0	92	1	3	-0.9	3	-14	-3
Cc1sc2ncn(CC(=O)NCCCC(=O)Nc3ccc(C(C)C)cc3)c(=O)c2c1C	8	0.0	104	-15	2	3.0	3	7	-7
O=C(NCCN1CCOCC1)c1cccc(S(=O)(=O)Nc2ccc(Br)cc2)c1	1	-0.3	87	14	-2	x	-2	x	x
CC(=O)N1CCN(C(=O)C(Cc2c[nH]c3ccccc23)NC(=O)c2ccccc2Cl)CC1 (centres undefined)	-4	-0.1	108	1	4	-1.1	4	6	0
Oc1ccc(Br)cc1/C=N/N1CCN(Cc2cccc3ccccc23)CC1	3	0.1	101	-7	-7	1.4	1	2	-1
O=C(CSc1nnc(SCc2ccccc2)s1)N/N=C/C=C/c1ccccc1[N+](=O)[O-]	-4	0.1	105	-10	18	0.9	-1	7	6
CC1(C)NC(=O)N(CCCCOc2ccc(Br)cc2Cl)C1=O	-7	0.1	113	-13	4	0.9	4	-8	-2
Cc1[nH]c2ccc(-c3n[nH]c(=S)n3Cc3ccccc3)cc2c1C	-2	0.1	90	12	-13	-2.2	-17	7	4
COc1ccc2[nH]c(C(=O)N/N=C/c3cc(OC)c(OC)c(OC)c3)cc2c1	-11	0.7	102	-5	-6	1.3	-2	-17	12
CC1(C)Cc2c(sc(NC(=O)C(=O)N3CCCC3)c2C#N)CO1	-2	-0.1	80	-1	1	1.4	1	2	2
COC(=O)c1ccccc1NC(=O)NCc1ccco1	-4	0.7	124	1	0	0.3	0	-6	3
Cc1ccc(NC(=O)C2CCN(S(=O)(=O)c3ccc(F)cc3)CC2)cc1	-3	0.1	90	6	-2	1.1	1	8	-1
O=C(COC(=O)c1cc(Cl)ccc1Cl)NC1CCCC1	7	-0.1	122	3	6	0.2	5	-3	7
N#Cc1c(SCC(=O)Nc2cccc(C(F)(F)F)c2)sc2c(O)cc(=O)[nH]c12	-9	-0.2	99	-6	8	0.0	6	-11	-8
O=C(NCc1ccc(Cl)s1)C1CCC(=O)N(CCc2ccccn2)C1 (centres undefined)	-7	-0.1	92	8	-3	-2.6	-2	-2	0
CC(=O)NC1=NN(C(C)=O)C(C)(CCS(=O)(=O)c2ccc(Cl)c(Cl)c2)S1 (centres undefined)	-13	0.2	64*	-7	-32	-0.2	-8	3	-7
Cc1ccc(NC(=O)COc2cccc(C)c2C)cc1S(=O)(=O)N1CCCCCC1	10	0.1	93	5	0	3.4	4	-1	-18
CCCCNC(=O)N1CCN(C/C=C/c2ccccc2)CC1	-1	0.0	109	8	-2	-1.1	3	0	0
